HDAC3 inh – human HDAC3 inhibition. inhibition, % at 8.3 µM. recombinant HDAC3, fluorogenic peptide/trypsin coupled, fluorescence. 0.15% of 320,000 active; in the data active means inhibition above about 26%, passing the limit was not always enough
Target sequence (O15379 whole entry, looked up): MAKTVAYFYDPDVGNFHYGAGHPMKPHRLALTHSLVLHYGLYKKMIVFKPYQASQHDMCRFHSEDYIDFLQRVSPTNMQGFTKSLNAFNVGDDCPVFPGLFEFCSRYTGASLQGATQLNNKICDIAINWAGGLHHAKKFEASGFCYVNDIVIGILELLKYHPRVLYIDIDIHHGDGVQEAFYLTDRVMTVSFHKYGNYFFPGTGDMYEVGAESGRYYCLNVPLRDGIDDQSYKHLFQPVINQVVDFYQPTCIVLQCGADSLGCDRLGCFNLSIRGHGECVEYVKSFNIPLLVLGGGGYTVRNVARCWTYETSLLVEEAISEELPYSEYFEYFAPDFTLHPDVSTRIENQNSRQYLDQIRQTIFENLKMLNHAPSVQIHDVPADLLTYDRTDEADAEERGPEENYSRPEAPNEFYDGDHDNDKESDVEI
TMEM16A act – mouse TMEM16A channel activation, primary screen; B-score at 10 µM; 0.3% of 340,000 active; HEK293 TMEM16A/YFP-H148Q/I152L, iodide quench fluorescence; active compounds read low;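 active means fluorescence-ratio B-score plate-corrected deviation score at least 3 library SD below zero, with starting fluorescence score within 5 deviations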;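 further: channel opened by trigger with iodide after compound preincubation; score built on the fluorescence ratio of max minus min over baseline; more negative score means more quench and so TMEM16A activation or potentiation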
TMEM16A inh – inhibitors of mouse TMEM16A calcium-activated chloride channel | Q8BHY3 | HEK293 TMEM16A/YFP iodide influx fluorescence, ionomycin | normalized B-score (activity score, 25-100; higher = stronger inhibition) at 10 µM | 1.2% of 310,000 active | AID 588511;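 active means ratio plate-corrected score three or more library SD toward inhibition, starting fluorescence score within five deviations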;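 further: score derived from kinetic fluorescence span divided by baseline fluorescence per well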
KCNK3 inh – human KCNK3 channel inhibition, primary screen | B-score at 10 µM | 0.84% of 340,000 active | O14649 | CHO-KCNK3 thallium flux, FluxOR fluorescence; active compounds read low;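 active means B-score under library mean minus 4 SD, starting fluorescence ratio at most library mean plus 5 SD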;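 further: more negative B-score means stronger inhibition of thallium flux through KCNK3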
Target sequence (O14649 whole entry, looked up): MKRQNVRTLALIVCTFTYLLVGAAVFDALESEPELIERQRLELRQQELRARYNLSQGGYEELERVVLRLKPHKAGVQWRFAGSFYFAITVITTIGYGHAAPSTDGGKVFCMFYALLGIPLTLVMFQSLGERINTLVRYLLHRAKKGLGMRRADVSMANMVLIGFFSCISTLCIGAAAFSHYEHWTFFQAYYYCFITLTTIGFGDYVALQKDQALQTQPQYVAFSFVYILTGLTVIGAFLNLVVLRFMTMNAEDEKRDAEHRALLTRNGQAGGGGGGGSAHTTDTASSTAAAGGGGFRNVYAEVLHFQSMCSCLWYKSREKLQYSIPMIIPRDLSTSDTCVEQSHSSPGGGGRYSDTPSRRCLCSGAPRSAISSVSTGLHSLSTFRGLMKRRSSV
SKKanGAS inh – inhibitors of SKKanGAS S. pyogenes growth in kanamycin (SK-promoter or general growth effect); AID 1662; BacTiter-Glo, 6 h; inhibition, % at 7.5 µM; 1.3% of 300,000 active;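 active means mean replicate score, as percent of positive control median, at least 50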;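 further: strain carries kanamycin resistance gene driven by streptokinase promoter and grows in 40 µg/ml kanamycin; loss of luminescence reflects streptokinase promoter inhibition or plain growth inhibition; 0% = median of DMSO wells and 100% = positive control at its reference dose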
* = called active by the depositor; i = inactive; / = not tested or not shown. An excerpt; rates above refer to the full screens.

SMILES	HDAC3 inh	TMEM16A act	TMEM16A inh	KCNK3 inh	SKKanGAS inh
CCCCC1CCC(c2nc(-c3ccccn3)no2)CC1 (stereo not drawn)	/	i	i	i	61*
CCOC(=O)CC(=O)Nc1cc(Cl)ccc1O	/	i	i	i	-7
CN1C(=O)c2oc3ccccc3c(=O)c2C1c1ccncc1 (stereo not drawn)	/	i	i	i	0
COc1ccc(NC(=O)CN2CCN(S(=O)(=O)c3ccc(Cl)cc3)CC2)cc1Cl	/	i	i	i	2
Cn1c(N2CCN(c3ccccn3)CC2)nc2c1c(=O)n(Cc1ccc(Cl)cc1)c(=O)n2C	/	i	100*	i	36
CCOC(=O)C(C)Sc1nnc(Cc2cc(=O)[nH]c(=O)[nH]2)n1-c1ccc(OCC)cc1 (stereo not drawn)	3	i	i	i	/
COc1ccc(C)cc1N1C(=N)/C(=C2/Nc3ccccc3S2)C(c2ccccc2)C1=O (stereo not drawn)	8	i	i	i	/
CCC1(c2ccccc2)NC(=O)N(C)C1=O (stereo not drawn)	-10	i	i	i	/
Cn1cccc1Cc1nnc(SCC(=O)Nc2nc3ccccc3s2)n1CCc1ccccc1	-5	i	i	i	/
CCN(c1ccccc1)S(=O)(=O)c1ccc(F)cc1C	-7	i	i	i	/
CCN1CCc2c(sc(NC(=O)Nc3ccc(Cl)c(Cl)c3)c2C(N)=O)C1	4	i	i	i	/
CCOC(=O)C1=C(O)c2ccccc2C(=O)/C1=C\c1ccc(C)cc1	9	i	i	i	/
Cc1cc(Cn2nc(C(=O)NCc3cccc(Br)c3)cc2-c2ccccc2)on1	7	i	i	i	/
C[C@@H]1[C@H](O)C[C@@]23COC(=O)C2=CCC[C@@H]3[C@@]1(C)CC/C(=C/CO)CO	2	i	i	i	/
O=C(CSc1nnnn1-c1ccc2c(c1)OCCO2)OC1CCCCC1	15	i	i	i	/
COc1cc(CNC(=O)CCCCCCC(C)C)ccc1O	0	i	i	i	/
COc1ccc(/C(O)=C2/C(=O)C(=O)N(CCN3CCOCC3)C2c2ccccn2)cc1 (stereo not drawn)	-3	i	i	i	/
Cc1ccc(C(=O)CN(CCC(=O)O)S(=O)(=O)c2ccc([N+](=O)[O-])cc2)cc1	-11	i	i	i	/
O=C(O)c1ccccc1C(=O)Nc1ccc(S(=O)(=O)Nc2nccs2)cc1	-5	i	i	i	/
O=NN(CCCl)C(=O)NCCCl	3	i	i	i	/
CCC1CCCCN1C(=O)COC(=O)c1n[nH]c2ccccc12 (stereo not drawn)	1	i	i	i	/
O=C(Cn1ncc(Cl)c(Cl)c1=O)NCC1CCCCC1	-2	i	i	i	/
CS(=O)(=O)c1cccc(C(=O)NCc2ccc(F)cc2)c1	1	i	i	i	/
Cn1c(-c2ccc(C(F)(F)F)cc2)cc2onc(-c3ccccc3)c2c1=O	-8	i	i	i	/
COc1ccc(C)cc1N(C(=O)c1cccc(F)c1)c1nc2ccccc2s1	-7	i	i	i	/
SMILES	HDAC3 inh	TMEM16A act	TMEM16A inh	KCNK3 inh	SKKanGAS inh
O=C(O)c1c2c(nc3ccc(S(=O)(=O)N4CCC(C(=O)N5CCCCC5)CC4)cc13)CCCC2	5	i	i	i	/
CN(C)N=Nc1nc[nH]c1C(N)=O	3	i	i	i	/
Cc1ccc(Nc2nc(Oc3ccc(=O)[nH]n3)nc(N(C)C)n2)cc1	-2	i	i	i	/
NC(=O)c1cc([N+](=O)[O-])ccc1NCC1CCCCC1	0	i	i	i	/
C[C@H]1CN=C(N(C)C)N1CC1CCC(C(C)(C)C)CC1 (stereo partly drawn)	-2	i	i	i	/
c1ccn(-c2ncnc3sc4c(c23)CCCC4)c1	-6	i	i	i	/
CCNC(=O)OCCC12CC3CC(CC(C3)C1)C2	0	i	i	i	/
COc1cc(OC)nc(-n2ncc(Br)c(Br)c2=O)n1	6	i	i	i	/
C=CCSCC1Nc2cc(Cl)c(S(N)(=O)=O)cc2S(=O)(=O)N1 (stereo not drawn)	-3	i	i	i	/
CCCC(=O)Nc1nnc(COC)s1	7	i	i	i	/
O=C(CN1CCN(C(=O)c2ccco2)CC1)Nc1ccc(Cl)c(C(F)(F)F)c1	-5	i	i	i	/
CCN1C(=O)[C@@H]2[C@@H](c3ccc(-c4ccc(C(C)=O)cc4)c(OC)c3)N3CCC[C@@]3(C(=O)OC)[C@@H]2C1=O	-1	i	i	i	/
COc1ccc([C@@H]2CC=C(C(=O)O)[C@H](c3ccc(F)cc3)N2S(=O)(=O)c2ccc(Cl)cc2)cc1	-4	i	i	i	/
COc1ccc(C(=O)/C=C/Nc2ccccn2)cc1	-1	i	i	i	/
COC(=O)c1cc(-c2c(C)oc3cc(OC)ccc3c2=O)c(C)o1	0	i	i	i	/
O=C(c1ccco1)N1CCN(C(c2ccccc2Cl)c2nnnn2Cc2ccco2)CC1 (stereo not drawn)	0	i	i	i	/
Cc1cc(C)n(CC2CC(=O)N(c3ccc(F)c(Cl)c3)C2=O)n1 (stereo not drawn)	3	i	i	i	/
CCOCCCNC(=O)C1CCN(S(=O)(=O)N(CC(C)C)CC(C)C)CC1	-9	i	i	i	/
C[C@H]1CN=C(N(C)C)N1CC1CCCC1	1	i	i	i	/
O=C(c1cc(Sc2ccc(Cl)cc2)nc2ccccc12)N1CCN(c2ccccn2)CC1	13	i	i	i	/
O=C(NCc1cccnc1)c1cn(CCc2ccccc2)nn1	1	i	25*	i	/
C=CCNc1nc(N)c(C(=O)c2ccc3c(c2)OCO3)s1	17	i	i	i	/
O=C(CSc1nnc(Cc2cc(=O)[nH]c(=O)[nH]2)n1-c1ccc(Cl)cc1)NC1CCCC1	5	i	i	i	/
NS(=O)(=O)c1ccc(NC(=O)COC(=O)c2c3c(nc4ccccc24)/C(=C\c2ccc4c(c2)OCO4)CCC3)cc1	-3	i	i	i	/
Cc1ccc(CNC(=O)c2cc(-c3ccccc3C)n(CC3CC(c4cccc([N+](=O)[O-])c4)=NO3)n2)cc1 (stereo not drawn)	4	i	i	i	/

Limited to HDAC3 inh, for 7 of the compounds above:
SMILES,HDAC3 inh
COC(=O)c1cc(-c2c(C)oc3cc(OC)ccc3c2=O)c(C)o1,0
CCCC(=O)Nc1nnc(COC)s1,7
c1ccn(-c2ncnc3sc4c(c23)CCCC4)c1,-6
COc1cc(OC)nc(-n2ncc(Br)c(Br)c2=O)n1,6
C[C@H]1CN=C(N(C)C)N1CC1CCCC1,1
O=C(NCc1cccnc1)c1cn(CCc2ccccc2)nn1,1
O=C(CSc1nnc(Cc2cc(=O)[nH]c(=O)[nH]2)n1-c1ccc(Cl)cc1)NC1CCCC1,5

Returning to the listing; the 3 compounds before the break are reprinted first.
SMILES	HDAC3 inh	TMEM16A act	TMEM16A inh	KCNK3 inh	SKKanGAS inh
O=C(CSc1nnc(Cc2cc(=O)[nH]c(=O)[nH]2)n1-c1ccc(Cl)cc1)NC1CCCC1	5	i	i	i	/
NS(=O)(=O)c1ccc(NC(=O)COC(=O)c2c3c(nc4ccccc24)/C(=C\c2ccc4c(c2)OCO4)CCC3)cc1	-3	i	i	i	/
Cc1ccc(CNC(=O)c2cc(-c3ccccc3C)n(CC3CC(c4cccc([N+](=O)[O-])c4)=NO3)n2)cc1 (stereo not drawn)	4	i	i	i	/
C=CCN1C(C(=O)c2ccccc2)=C(OC(=O)COc2ccccc2)c2ccccc2S1(=O)=O	1	i	i	i	/
O=c1/c(=C/c2ccc(O)cc2)sc2n1CCCN=2	0	i	i	i	/
O=C(Nc1ccc2ccccc2c1)[C@@H]1C[C@H]1[C@@H](NP(=O)(c1ccccc1)c1ccccc1)c1ccccc1	3	i	i	i	/
Nc1cc(=O)[nH]c(SCc2cccc(Cl)c2)n1	2	i	i	i	/
CC(=O)c1ccc(N2CCN(C(=O)CCS(=O)(=O)c3ccc(C)cc3)CC2)cc1	1	i	i	i	/
Brc1ccc(C2Nc3cccc4cccc(c34)N2)s1	1	i	i	i	/
O=C(c1nc2nc(-c3ccccc3)cc(C(F)(F)F)n2n1)N1CCCCC1	1	i	i	i	/
Cc1cc(NC(=O)Cc2cccs2)no1	0	i	i	i	/
CCOc1ccccc1NC(=O)CN(c1ccc(C)cc1)S(=O)(=O)c1c(C)noc1C	-1	i	i	i	/
Oc1cc2c(cc1O)CN(C(=S)NCCc1ccc(Cl)cc1)CCC2	3	i	25*	i	/
COc1cccc(NC(=O)C2CC(=O)n3cnnc3S2)c1 (stereo not drawn)	3	i	i	i	/
CCN(CC)c1ccc(/C=C2\C(=O)c3ccc(C(=O)O)cc3C2=O)cc1	3	i	i	i	/
COc1ccc(C(=O)NC(=O)CSc2nnc(-c3ccco3)n2-c2ccccc2)cc1	-7	i	i	i	/
C#CCOCCOCCOCCNc1nc(N2CCN(C(=O)Cn3cc(CCCN=C(N)N)nn3)CC2)nc(N2CCN(C(=O)[C@H](CCCCN)n3cc(CC(C)O)nn3)CC2)n1 (stereo partly drawn)	1	i	i	i	/
O=C(O)c1ccccc1Nc1cccc(OCc2ccc3ccccc3n2)c1	6	i	100*	i	/
N#Cc1ccc(-c2ccc(OCC(O)Cn3nnc4ccccc43)cc2)cc1 (stereo not drawn)	-26	i	i	i	/
COc1ccc(-c2nnc(SCC(=O)c3[nH]c(C)c(C(C)=O)c3C)o2)cc1	-3	i	i	i	/
Cc1ccccc1S(=O)(=O)N1[C@@H](c2ccc(F)cc2)C(C(=O)O)=CC[C@H]1c1ccc(Cl)cc1	-1	i	100*	i	/
C[C@@H]1NC(=O)[C@H](CCC(N)=O)NC(=O)c2cc([N+](=O)[O-])cc(I)c2NCCC[C@@H](C(N)=O)NC1=O	-4	i	i	i	/
COc1ccc([C@@H]2CC=C(C(=O)O)[C@H](c3ccc(F)cc3)N2S(=O)(=O)c2ccccc2C)cc1	11	i	i	i	/
CCCCC1CCc2[nH]nc(C(=O)O)c2C1 (stereo not drawn)	-2	i	i	i	/
CCOc1ccc(C(=O)Nc2c3c(nn2-c2ccc(C)cc2)CS(=O)C3)cc1OCC (stereo not drawn)	10	i	i	i	/
c1ccc(NCc2cccnc2)cc1	-4	i	i	i	/
COc1cccc(C(=O)N2CCN(Cc3cc(Br)ccc3OC)CC2)c1	-11	i	i	i	/
COc1ccc2c(C(=O)c3ccc(C)cc3)n(Cc3ccc(C(N)=O)cc3)[n+]([O-])c2c1	-2	i	i	i	/

Another view of part of the listing above.
Cc1ccccc1S(=O)(=O)N1[C@@H](c2ccc(F)cc2)C(C(=O)O)=CC[C@H]1c1ccc(Cl)cc1
  HDAC3 inh: -1; TMEM16A act: i; TMEM16A inh: 100*; KCNK3 inh: i; SKKanGAS inh: /

C[C@@H]1NC(=O)[C@H](CCC(N)=O)NC(=O)c2cc([N+](=O)[O-])cc(I)c2NCCC[C@@H](C(N)=O)NC1=O
  HDAC3 inh: -4; TMEM16A act: i; TMEM16A inh: i; KCNK3 inh: i; SKKanGAS inh: /

(cont.)
SMILES	HDAC3 inh	TMEM16A act	TMEM16A inh	KCNK3 inh	SKKanGAS inh
c1ccn2c(SCc3ccc4c(c3)OCCO4)nnc2c1	2	i	i	i	/
O=C(C1CC1)N1CCc2cc(Br)cc(S(=O)(=O)N3CCOCC3)c21	3	i	i	i	/
CN(C(=O)CCN1C(=O)C(C)(C)Nc2ccccc21)c1ccccc1	-8	i	i	i	/
N=c1n(CC(=O)c2ccc([N+](=O)[O-])cc2)c2ccccc2n1Cc1ccccc1Cl	8	i	i	i	/
CCN1C(=O)N[C@@H](c2ccc(Br)cc2)C(C(=O)OC)=C1C	9	i	i	i	/
CN1CC(=O)N(CC(=O)NCCc2ccc(F)cc2)c2ccccc2C1=O	0	i	i	i	/
Cc1ccc(/C=N/N2CCN(c3ccc(Cl)cc3)CC2)o1	4	i	i	i	/
Cc1cc(C)nc(NS(=O)(=O)c2ccc(N3C(=O)C4CC=C(Cl)CC4C3=O)cc2)n1 (stereo not drawn)	10	i	i	i	/
CCCSc1ccc([C@@H]2[C@@H]3C(=O)N(C)C(=O)[C@@H]3[C@]3(C(=O)OC)CCCN23)cc1OC	-4	i	i	i	/
COc1ccc(NC(=O)C2C3C=CC(C3)C2C(=O)NCc2ccccn2)c(OC)c1 (stereo not drawn)	3	i	i	i	/
C#CCOCCOCCOCCNc1nc(N2CCN(C(=O)C(Cc3cc4ccccc4[nH]3)n3cc(C(N)Cc4ccc(O)cc4)nn3)CC2)nc(N2CCN(C(=O)C(CCC(=O)O)n3cc(C(N)C(C)CC)nn3)CC2)n1 (stereo not drawn)	-4	i	i	i	/
COCCn1c(=N)c(C(=O)NCc2ccco2)cc2c(=O)n3ccccc3nc21	4	i	i	i	/
CC(=O)Oc1c(C)c(C)c2c(c1C)CC[C@@](C)(CCC[C@H](C)CCC[C@H](C)CCCC(C)C)O2	-9	i	i	i	/
COc1cc(C2C(C#N)=C(N)Oc3cc(N)ccc32)cc(OC)c1OC (stereo not drawn)	3	i	i	i	/
CN1CCN(C(=O)c2cn(C)c3ccc(S(=O)(=O)N(C)C4CCCCC4)cc3c2=O)CC1	11	i	i	i	/
